Assay outcomes (PubChem BioAssay)
MrgX1 PAM – human MrgX1 positive allosteric modulation, primary screen | AID 588675 | MrgX1-HEK293, Fluo-4 calcium flux, FDSS; hits give high values | actives 0.63% (n = 310,000) | Q96LB2 | B-score at 10 µM;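 active means plate-corrected calcium response at least 3 library SD above typical, normal starting fluorescence, not activating the receptor alone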;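 further: compound read alongside a low EC10 to EC30 dose of BAM8-22 agonist; peak minus trough fluorescence over baseline measured at the second addition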
KCNQ1 inh – human KCNQ1 channel inhibition; CHO-K1 KCNQ1, FluxOR thallium flux fluorescence; hits give high values; B-score at 10 µM; actives 1.3% (n = 310,000); AID 2642;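 active means compounds whose thallium flux B-score, printed positive for inhibition, exceeds three library SD while starting fluorescence stays within three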;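 further: channel opened by potassium depolarization with thallium stimulus after 20 min compound exposure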
RGS4 inh – inhibitors of human RGS4 | P49798 | HEK293 M3R/RGS4 inducible, Fluo-4 calcium flux; hits give high values; triggered by carbachol at its EC20 | B-score at 10 µM | actives 0.45% (n = 310,000) | AID 463165;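 active means B-score, a plate-corrected calcium signal, over three deviations above library mean, with baseline fluorescence within five deviations of library mean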;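 further: RGS4 expression induced by doxycycline in cells with stable M3 receptor; B-score is computed from the integrated fluorescence ratio over baseline after carbachol; higher B-score means a larger calcium signal and so more RGS4 inhibition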
KCNK3 inh – human KCNK3 channel inhibition, primary screen; O14649; CHO-KCNK3 thallium flux, FluxOR fluorescence; hits give low values; B-score at 10 µM; actives 0.84% (n = 340,000); AID 602410;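 active means B-score under library mean minus 4 SD, starting fluorescence ratio at most library mean plus 5 SD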;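 further: more negative B-score means stronger inhibition of thallium flux through KCNK3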
TMEM16A inh – inhibitors of mouse TMEM16A calcium-activated chloride channel. HEK293 TMEM16A/YFP iodide influx fluorescence, ionomycin. normalized B-score (activity score, 25-100; higher = stronger inhibition) at 10 µM. AID 588511. Q8BHY3. actives 1.2% (n = 310,000);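 active means ratio plate-corrected score three or more library SD toward inhibition, starting fluorescence score within five deviations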;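 further: score derived from kinetic fluorescence span divided by baseline fluorescence per well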
RGS4 pot – potentiators or activators of RGS4; HEK293 M3R/inducible RGS4, carbachol calcium flux Fluo4; hits give low values; AID 463111; B-score at 10 µM; actives 0.92% (n = 310,000);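 active means B-score of the integrated calcium signal more than 4 SD below the library mean, with starting fluorescence not abnormally high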;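 further: negative B-score means reduced calcium response which marks RGS4 activation or potentiation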
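Material: Inducible-RGS4 HEK293 cells carrying M3 receptor; also added: carbachol at ECmax as muscarinic agonist stimulus; incubation: compound preincubation 20 min at room temperature before agonist; signal: Fluo4-AM (2 µM) calcium-flux fluorescence, kinetic read; measure: integrated calcium ratio converted to B score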
ANO1 activ – activates or potentiates the mouse TMEM16A chloride channel; B-score at 10 µM; actives 0.3% (n = 340,000); HEK293 TMEM16A/YFP-H148Q/I152L, iodide quench fluorescence; hits give low values; Q8BHY3; AID 623877;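 active means fluorescence-ratio B-score plate-corrected deviation score at least 3 library SD below zero, with starting fluorescence score within 5 deviations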;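 further: channel opened by trigger with iodide after compound preincubation; score built on the fluorescence ratio of max minus min over baseline; more negative score means more quench and so TMEM16A activation or potentiation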
hERG protect – hERG (human) protection from proarrhythmic block; actives 0.51% (n = 310,000); activation (rescue from dofetilide block), less the hit threshold, % at 10 µM; CHO-hERG, FluxOR thallium flux, dofetilide IC70 present;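 active means activation above the mean of controls blocked by dofetilide plus 5 SD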;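 further: thallium influx through hERG after potassium depolarization seen as dye fluorescence rise; in these data hits start at about 4.7%; inactives centre near -7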
Target sequence (Q12809 whole entry, looked up): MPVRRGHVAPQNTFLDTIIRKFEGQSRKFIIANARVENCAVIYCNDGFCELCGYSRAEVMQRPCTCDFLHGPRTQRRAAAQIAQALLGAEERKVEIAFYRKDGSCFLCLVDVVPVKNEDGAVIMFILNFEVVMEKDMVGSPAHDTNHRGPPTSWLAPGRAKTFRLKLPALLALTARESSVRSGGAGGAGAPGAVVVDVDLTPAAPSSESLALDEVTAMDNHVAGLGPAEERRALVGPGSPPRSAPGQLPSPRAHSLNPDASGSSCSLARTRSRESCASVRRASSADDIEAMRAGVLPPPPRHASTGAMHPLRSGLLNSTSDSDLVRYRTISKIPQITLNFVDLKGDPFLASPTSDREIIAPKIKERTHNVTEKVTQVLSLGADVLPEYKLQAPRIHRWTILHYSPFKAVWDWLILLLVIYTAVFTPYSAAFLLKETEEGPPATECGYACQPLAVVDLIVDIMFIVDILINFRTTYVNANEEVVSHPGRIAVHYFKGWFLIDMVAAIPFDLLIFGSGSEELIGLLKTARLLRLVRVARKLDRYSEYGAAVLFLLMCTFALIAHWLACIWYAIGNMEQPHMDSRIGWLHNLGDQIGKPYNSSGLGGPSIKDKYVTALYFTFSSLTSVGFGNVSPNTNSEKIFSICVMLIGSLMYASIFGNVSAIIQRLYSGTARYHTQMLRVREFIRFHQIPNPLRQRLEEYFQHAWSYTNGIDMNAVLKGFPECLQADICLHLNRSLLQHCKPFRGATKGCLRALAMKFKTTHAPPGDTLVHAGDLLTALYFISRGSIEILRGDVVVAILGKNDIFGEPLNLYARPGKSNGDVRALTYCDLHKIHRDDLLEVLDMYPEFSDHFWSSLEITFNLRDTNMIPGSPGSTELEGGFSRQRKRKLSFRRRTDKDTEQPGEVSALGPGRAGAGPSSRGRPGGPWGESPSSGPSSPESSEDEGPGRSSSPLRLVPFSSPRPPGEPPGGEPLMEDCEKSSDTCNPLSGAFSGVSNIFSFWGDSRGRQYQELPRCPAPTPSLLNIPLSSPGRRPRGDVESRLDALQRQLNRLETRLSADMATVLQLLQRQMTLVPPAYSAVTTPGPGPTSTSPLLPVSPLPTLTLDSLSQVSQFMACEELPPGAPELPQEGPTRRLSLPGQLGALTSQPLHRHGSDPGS
KCNQ1 act – potentiators or activators of human KCNQ1 potassium channel; P51787; B-score at 10 µM; CHO-K1 KCNQ1, thallium flux FluxOR fluorescence; hits give high values; actives 0.35% (n = 310,000);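 active means fluorescence ratio B-score, a plate-corrected score, at least three library SD, with initial intensity B-score within 5 SD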
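Assay system: stable KCNQ1 CHO-K1 line; medium: assay buffer, equal DMSO in all wells; timing: 90 min dye loading and 20 min compound exposure, both at room temperature; technique: kinetic FluxOR thallium fluorescence, 10-s 1-Hz baseline, 110-s post-stimulus read; read-out basis: B score of baseline-normalized fluorescence ratio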
MrgX1 ag – activates human MrgX1 receptor signaling; Q96LB2; MrgX1-HEK293 cells, Fluo-4 calcium fluorescence, agonist mode; hits give high values; B-score at 10 µM; actives 0.44% (n = 310,000);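 active means calcium response B-score plate-corrected fluorescence ratio at least 3 library SD, with starting fluorescence B-score inside 5 SD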
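times = overnight plating, then 30 min 37 °C plus 30 min room-temperature dye loading | assay system = stable human MrgX1 HEK293 cell line | input = fifteen thousand cells per well | signal = kinetic calcium dye fluorescence, Fluo-4 NW | dosing = compound delivered in addition one of three | read-out = B-scored fluorescence response ratio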
KCNK9 block – human KCNK9 channel inhibition | HEK293 KCNK9, FluxOR thallium flux fluorescence; hits give low values | B-score at 10 µM | actives 1.2% (n = 310,000) | AID 488922;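 active means ratio B-score over 3 SD below the library mean, with starting fluorescence within 5 SD of its mean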;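 further: negative B-score means less thallium flux so channel inhibition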
* = called active by the depositor; i = inactive; . = not tested or not shown.

Compound,MrgX1 PAM,KCNQ1 inh,RGS4 inh,KCNK3 inh,TMEM16A inh,RGS4 pot,ANO1 activ,hERG protect,KCNQ1 act,MrgX1 ag,KCNK9 block
Cc1ccc(C)c(Cn2nnc3c(=O)[nH]c(C4CCN(S(=O)(=O)c5ccc(S(=O)(=O)NC6CC6)cc5)CC4)nc32)c1,i,i,i,i,i,i,i,-1,i,i,i
Cc1ccc(NC(=O)Cn2nnc(C(=O)NCc3cccs3)c2N)c(C)c1,i,i,i,i,i,i,i,-5,i,i,i
COc1ccc(-c2csc(Nc3ncccn3)n2)cc1C,i,i,i,i,i,i,i,-3,i,i,i
COc1ccccc1N1CCN(CC(=O)NCCc2ccc(S(N)(=O)=O)cc2)CC1,i,i,i,i,i,i,i,-7,i,i,i
CC1=C(C(=O)Nc2cccnc2)C(c2ccccn2)n2nnnc2N1 (centres undefined),i,i,i,i,i,i,i,-12,i,i,i
N#Cc1nc(-c2cccs2)oc1NCc1ccc2c(c1)OCO2,i,i,i,i,i,i,i,-6,i,i,i
COc1ccc(C[C@H]2CN3C(=NC[C@@H]3Cc3ccccc3)N2CCNC(=O)CCC2CCCCC2)cc1,i,i,i,i,i,i,i,-28,i,i,i
COc1ccc(C)cc1NC(=O)CN1CCN(CC(=O)Nc2ccccc2F)CC1,i,i,i,i,i,i,i,-10,i,i,i
COC(=O)Cn1c(=NC(=O)c2cccc(OC)c2)sc2cc(OC)ccc21,i,i,i,i,i,i,i,-6,i,i,i
COc1ccccc1NC(=O)CN1CCCCCC1,i,i,i,i,i,i,i,-3,i,i,i
Cc1oc2ccc(OCc3cccc(Cl)c3)cc2c1C(=O)O,i,i,i,i,i,i,i,-5,i,i,i
O=c1[nH]c2cc3c(cc2cc1CN(Cc1nnnn1C1CCCC1)C1CCCC1)OCCO3,i,i,i,i,i,i,i,-16,i,i,i

Compound,MrgX1 PAM,KCNQ1 inh,RGS4 inh,KCNK3 inh,TMEM16A inh,RGS4 pot,ANO1 activ,hERG protect,KCNQ1 act,MrgX1 ag,KCNK9 block
O=[N+]([O-])c1ccc(O)c(C(C#Cc2ccccc2)N2CCOCC2)c1 (centres undefined),i,i,i,i,i,i,i,-4,i,i,i
COC(=O)Cn1c2[n+](c3ccccc31)CC(O)CS2 (centres undefined),i,i,i,i,i,i,i,-3,i,i,i
CCN(CC)CCCNC(=O)C1CCCN(c2nnc(N3CCCC3=O)s2)C1 (centres undefined),i,i,i,i,i,i,i,-15,i,i,i
CCc1cccc(NC(=O)CN(C)S(=O)(=O)c2cccs2)c1,i,i,i,i,i,i,i,-6,i,i,i
O=C(COC(=O)C1COc2ccccc2O1)Nc1cccc(S(=O)(=O)N2CCCCC2)c1 (centres undefined),i,i,i,i,i,i,i,-13,i,i,i
CCC(=O)Nc1cccc(NC(=O)c2cccc([N+](=O)[O-])c2C)c1,i,i,i,i,i,i,i,-9,i,i,i
COc1ccc(-c2nnc(SCC(=O)c3ccc[nH]3)o2)cc1,i,i,i,i,i,i,i,-9,i,i,i
Cc1noc(C)c1COc1ccccc1C(=O)NNC(=O)c1ccccc1,i,i,i,i,i,i,i,-8,i,i,i
OC1C2(Cc3ccccc3)CN3CCN(C2)CC1(Cc1ccccc1)C3 (centres undefined),i,i,i,i,i,i,i,-4,i,i,i
COc1cc(OC)c(-n2cc(-c3ccc(OC)c(OC)c3)[nH]c2=S)cc1Cl,i,i,i,i,i,i,i,-8,i,i,i
CN(C)CCOC1c2ccccc2CSc2ccccc21 (centres undefined),i,i,i,i,i,-8.9*,i,-16,i,i,i
Cc1csc(NC(=O)CN2C(=O)C3CC=CCC3C2=O)n1 (centres undefined),i,i,i,i,i,i,i,-9,i,i,i

Compound,MrgX1 PAM,KCNQ1 inh,RGS4 inh,KCNK3 inh,TMEM16A inh,RGS4 pot,ANO1 activ,hERG protect,KCNQ1 act,MrgX1 ag,KCNK9 block
O=C(C1CCCN(S(=O)(=O)c2cccc3nonc23)C1)N1CCN(c2ccccc2Cl)CC1 (centres undefined),i,i,i,i,i,i,i,-1,i,i,i
O=C(Nc1cccnc1)c1cc([N+](=O)[O-])ccc1Cl,i,i,i,i,i,i,i,-7,i,i,i
CCCc1c(C(=O)N/N=C(\C)c2ccc(O)cc2)nnn1-c1nonc1N,i,i,i,i,i,i,i,-6,i,i,i
CCOC(=O)C1=C(CSc2nccn2C)NC(=O)NC1c1ccc(OC)cc1 (centres undefined),i,i,i,i,i,i,i,-10,i,i,i
Cc1csc2ncnc(NC3CCN(Cc4ccccc4)CC3)c12,i,8*,i,i,i,i,i,-17,i,i,i
COc1cccc(OC)c1C1=NC(C)(C)CO1,i,i,i,i,i,i,i,-4,i,i,i
O=C(CN1CCN(C(c2ccccc2)c2ccccc2)CC1)Nc1ccc(N2CCOCC2)cc1,i,i,i,i,i,i,i,-15,i,i,i
CCCN(CCC)C(=O)c1cc2c(=O)[nH]c3ccc(C)cc3c2s1,i,i,i,i,i,i,i,-8,i,i,i
COc1ccc2nc(NC(=O)CSc3nnc4n3C(C)(C)Cc3ccccc3-4)sc2c1,i,i,i,i,i,i,-8*,-6,i,i,i
CC(Oc1ccc2c(c1)oc(=O)c1ccccc12)C(=O)NCCN1CCOCC1 (centres undefined),i,i,i,i,i,i,i,-6,i,i,i
CCC1(C)Cc2ccccc2-c2nc(NCCO)n(-c3ccccc3)c(=O)c21 (centres undefined),7.7*,i,i,i,i,i,i,-7,i,i,i
Cc1sc2nc(-c3cccnc3)nc(Cl)c2c1-c1ccccc1,i,i,i,i,i,i,i,-7,i,i,i

Compound,MrgX1 PAM,KCNQ1 inh,RGS4 inh,KCNK3 inh,TMEM16A inh,RGS4 pot,ANO1 activ,hERG protect,KCNQ1 act,MrgX1 ag,KCNK9 block
COC(=O)COc1ccc2cccc(-n3cnnn3)c2c1,i,i,i,i,i,i,i,-12,i,i,i
O=[N+]([O-])c1ccc(CNc2ccc(Cl)cc2)s1,i,i,i,i,i,i,i,-10,i,i,i
O=C(Cc1ccc(Cl)cc1)Nc1ccc(S(=O)(=O)N2CCOCC2)cc1,i,i,i,i,i,i,i,-6,i,i,i
CCc1ccccc1NS(=O)(=O)c1ccc(OC)c2ncccc12,i,i,i,i,i,i,i,-16,i,i,i
COc1ccccc1NC(=O)CCCC(=O)OCC(=O)c1ccc(F)cc1,i,i,i,i,i,i,i,-8,i,i,i
CCCn1nnc(NC(=O)/C=C/c2ccccc2)n1,i,i,i,i,i,i,i,4,i,i,i
Cc1cc(C)c(NC(=O)C(=O)NCc2ccco2)c(C)c1,i,i,i,i,i,i,i,-8,i,i,i
O=C(CCc1nnc(-c2ccc3c(c2)OCO3)o1)NC(c1cccnc1)C(F)(F)F (centres undefined),i,i,i,i,i,i,i,-14,i,i,i
Cc1cc(C(=O)N/N=C/c2ccc[nH]2)no1,i,i,i,i,i,i,i,-1,i,i,i
CCN1C(=O)CC(Sc2ccccc2C(=O)O)C1=O (centres undefined),i,i,i,i,i,i,i,-13,i,i,i
N[C@@H](Cc1ccc(O)cc1)c1nnc([C@H](CO)NC(=O)C2CCNCC2)o1,i,i,i,i,i,i,i,-5,i,i,i
Cc1nc(C#N)c(NCc2ccc3c(c2)OCO3)o1,i,i,i,i,i,i,i,-8,i,i,i

Compound,MrgX1 PAM,KCNQ1 inh,RGS4 inh,KCNK3 inh,TMEM16A inh,RGS4 pot,ANO1 activ,hERG protect,KCNQ1 act,MrgX1 ag,KCNK9 block
O=C(NC(=S)NCc1ccccc1)c1cccc(Cl)c1,i,i,i,i,i,i,i,-3,i,i,i
O=C(NCCOc1ccccc1F)C1CCC(=O)N(CC2CCCCC2)C1 (centres undefined),.,i,i,i,.,i,i,-16,i,.,i
O=C(Nc1ccc2ncccc2c1)c1ccccc1Cl,i,i,i,i,i,i,i,-3,i,i,i
Brc1ccc2[nH]c3c(N4CCc5ccccc5C4)ncnc3c2c1,i,i,i,.,i,i,.,-11,i,i,i
COc1ccc(CN2CCc3c([nH]c4ccccc34)C2)cc1Br,i,i,i,i,100*,i,i,-15,i,i,i
COC(=O)c1ccc(NC(=O)Nc2ccc(OC)cc2)cc1,i,i,i,i,i,i,i,-17,i,i,i
O=C(CN(CCc1ccccc1)C(=O)CN1C(=O)COc2ccccc21)NCc1ccco1,i,i,i,i,i,i,i,-10,i,i,i
N#CC1(c2ccccc2)CCC(=O)N1Cc1ccccc1 (centres undefined),i,i,i,i,i,i,i,-5,i,i,i
Cc1ccc2cccc(OCc3cccc([N+](=O)[O-])c3)c2n1,i,i,i,i,i,i,i,-6,i,i,i
O=C(COc1ccc(F)cc1)N1CCCc2ccccc21,i,i,i,i,i,i,i,-7,i,i,i
CCOc1ccc(CCNC(=O)CSc2cc(=O)n(CC)c3ccccc23)cc1OCC,i,i,i,i,i,i,i,-3,i,i,i
CCCCNC(=S)N/N=C/c1sccc1C,i,i,i,i,i,i,i,-6,i,i,i

Compound,MrgX1 PAM,KCNQ1 inh,RGS4 inh,KCNK3 inh,TMEM16A inh,RGS4 pot,ANO1 activ,hERG protect,KCNQ1 act,MrgX1 ag,KCNK9 block
CCN(CC)CCCN(Cc1cc2cc(OC)ccc2[nH]c1=O)C(=O)Nc1ccc(F)cc1,i,i,i,i,i,i,i,-8,i,i,i
Cc1nnc(NC(=O)CN2CCN(Cc3ccc(F)cc3Cl)CC2)s1,i,i,i,i,i,i,i,6.3*,i,i,i
CCC(C)NC(=O)Cn1cnc2sc(C)c(S(=O)(=O)N3CCN(c4ncccn4)CC3)c2c1=O (centres undefined),i,i,i,i,i,i,i,0,i,i,i
CCOC(=O)c1sc2nc(CC(=O)OC)nc(NCCN(CC)CC)c2c1C,i,i,i,i,i,i,i,-7,i,i,i
Cc1cccc(C(=O)Nc2ccccc2C(=O)Nc2ccc(C(=O)O)cc2)c1,i,i,i,i,i,i,i,-2,i,i,i
COc1cccc(NC(=S)N(Cc2ccco2)C(C)c2ccco2)c1 (centres undefined),i,i,i,i,i,i,i,-10,i,i,i
